Assay outcomes as filed in PubChem BioAssay.
UDG counter = blocks uracil-DNA glycosylase in AID counter-screen. FRET deamination/UDG coupled assay, UDG read, 4 h. Potency, µM (doses to about 115 µM), for the others: top-dose activity change, negative = inhibition, hits mostly inhibitors. 91,000 tested, 0.14% active; note: nearly all actives have a fitted effect of over 65% in size
AID inh = blocks human AID cytidine deaminase activity | Q9GZX7 | Potency, µM (highest dose often 115 µM), for inactives: at the highest dose activity change, negative = inhibition, hits mostly inhibitors | AID 1347428 | AID deamination FRET fluorescence, UDG-coupled, 4 h | 91,000 tested, 0.32% active; note: nearly all actives have a fitted effect of over 25% in size
Target sequence (Q9GZX7 whole entry, looked up): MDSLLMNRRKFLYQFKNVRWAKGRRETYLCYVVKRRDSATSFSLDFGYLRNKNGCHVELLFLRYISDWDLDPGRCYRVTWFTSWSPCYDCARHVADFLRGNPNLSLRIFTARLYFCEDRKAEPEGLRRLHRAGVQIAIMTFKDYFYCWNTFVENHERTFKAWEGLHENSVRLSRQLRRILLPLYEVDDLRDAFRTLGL
Numbers without * were called inactive; ? = inconclusive; & = joins results of further samples; [ ] = dose if it differs, or a comment. Calls come from the whole dose curve; as a rule, active = well fitted curve in the direction sought with a large enough effect; inconclusive = small, poorly fitted or top-dose-only effect, or another doubt; inactive = no such curve, though single readings can be large; an effect the other way counts as inactive or inconclusive. % is set by controls: 0 for no effect and ±100 for the full control effect; potency is the fitted concentration of half-maximal effect. Only part of the results is shown. The share of hits here may be higher or lower than overall.

| item | SMILES | AID inh | UDG counter |
| --- | --- | --- | --- |
| 1 | CCC(C(=O)NCc1ccco1)n1nc(C)c2c(C)n(-c3ccc(C)cc3)nc2c1=O (stereo not given) | -5.1% | 2.5% |
| 2 | C/C(CCc1ccc(O)cc1)=N\NC(N)=S | -2.4%&-2.0% | -12.6%&1.6% |
| 3 | CCCC(=O)Nc1nc2ccc(CCC(=O)N3CCN(c4ccccc4F)CC3)cc2s1 | 0.3% | -1.5% |
| 4 | COc1ccc(-c2nc(S(=O)(=O)c3ccc(Cl)cc3)c(N3CCCCCC3)o2)cc1 | 7.5% | -10.4% |
| 5 | CC(C)=NNC(=O)c1cccc(C(=O)NN=C(C)C)c1 | 4.4% | -2.9% |
| 6 | CC(=O)N1c2nc(-c3ccco3)nn2C2(CCCCC2)[C@@H]2CCCC[C@@H]21 | ? | -4.3%[57.5 µM] |
| 7 | COCCNC(=O)CSc1c(C)cnc2c1c(=O)n(C)c(=O)n2C | 1.8% | 4.3% |
| 8 | CC(=O)c1c(C)nc2ccccc2c1-c1ccccc1 | -2.0% | 1.6% |
| 9 | CN(CC1CC1)C(=O)c1cc(-c2ccccc2Cl)nc2ccccc12 | -11.0% | -1.3% |
| 10 | CCOc1ccc2c(c1)SC(CC(=O)Nc1ccc(OC)cc1)C(=O)N2 (stereo not given) | 8.9% | 10.6% |
| 11 | COc1cccc(C2=NN(S(C)(=O)=O)C(c3cn(-c4ccccc4)nc3-c3cccs3)C2)c1 (stereo not given) | -16.4% | -8.2% |
| 12 | CCOC(=O)c1cc(-c2ccc(OC)cc2)n(CCC(=O)NC2CCCCC2)c1C | 7.1% | -0.5%[57.5 µM] |
| 13 | Cn1c(CNC(=O)CSc2n[nH]c(-c3ccccc3Cl)n2)nc2ccccc21 | 11.1% | 26.9% |
| 14 | Cc1cccc(Oc2ccc(NC(=O)CCC(=O)OCC(=O)c3ccc(Br)cc3)cc2)c1C | 54.0%[activator] | 6.7% |
| 15 | CCONC(=O)C(NC(=O)c1ccc(Cl)cc1)C(C)CC (stereo not given) | -4.3% | 2.7% |
| 16 | O=C(Nc1ccc(-c2nccs2)cc1)C1CCCN1C(=O)c1cccs1 (stereo not given) | -4.5% | 6.1% |
| 17 | CN(Cc1ccccc1)c1ncnc2onc(-c3ccc(F)cc3)c12 | ? | -13.7% |
| 18 | CCCNC(=O)CN1C(=O)CSc2ccc(S(=O)(=O)N3CCC(C)CC3)cc21 | 5.8% | -3.8% |
| 19 | Cc1cccc(NC(=O)CSc2nc3ccccc3nc2N2CCCCC2)c1 | -7.1% | 2.8% |
| 20 | COc1ccc(-c2ccnc3c(-c4ccc(F)cc4)c(C)nn23)cc1OC | 7.1% | 10.6% |
| 21 | COc1ccc(NC(=O)c2ccco2)cc1NC(=O)COc1ccc(Cl)cc1C | 15.4% | 4.3% |
| 22 | O=C(Nc1ccc(C(O)(C(F)(F)F)C(F)(F)F)cc1)c1ccc(F)cc1 | -5.5% | -8.7% |
| 23 | COc1ccccc1CC(=O)C(C#N)C(=O)NCc1ccccc1 (stereo not given) | 6.0% | 4.5% |
| 24 | Cn1c(CCN2CCCCC2)nc2cc(NS(=O)(=O)c3ccc(Cl)cc3)ccc21 | -3.5% | 4.4% |
| 25 | COc1ccc(N2CCN(C(=O)c3nc(-c4ccc(Cl)cc4)n4c3CCCCC4)CC2)cc1 | 2.4%[57.5 µM] | -10.9%[57.5 µM] |
| 26 | Cc1cc2[nH]c(=O)c(=O)[nH]c2cc1S(=O)(=O)Nc1ccc(OC(F)(F)F)cc1 | ? | -5.7%[57.5 µM] |
| 27 | Cc1ccc2oc(-c3ccc(C)c(NC(=O)c4ccc(C(C)(C)C)cc4)c3)nc2c1 | 15.0% | 8.4% |
| 28 | CC(C)(C)OC(=O)NC1CCCN(Cc2cccs2)C1 (stereo not given) | 11.4% | -8.5% |
| 29 | COc1ccc(NC(=O)CN(c2cc(C)cc(C)c2)S(=O)(=O)c2c(C)noc2C)cc1Cl | -15.5% | -18.3% |
| 30 | CCN(CC)C(=O)c1cc(C(=O)Nc2ccc(F)c(Cl)c2)n(C)n1 | -1.0% | 3.2% |
| 31 | COc1ccc(N2CC(NC(=O)c3ccc4c(c3)OCO4)CC2=O)cc1 (stereo not given) | 0.6% | -3.8% |
| 32 | Cc1cc(C)c(CSc2nnc(C)n3c2cc2occc23)c(C)c1 | ? | ? |
| 33 | O=C(CSc1nc(-c2ccc(F)cc2)cc(C(F)(F)F)n1)NC1CCCC1 | 13.2% | 9.2% |
| 34 | COc1ccc(C(=O)Nc2cccc3ncccc23)cc1 | 2.3% | -0.8% |
| 35 | CC(=O)c1cccc(NC(=O)CCc2c(C)nc3c(-c4ccc(F)cc4)c(C)nn3c2C)c1 | -12.0% | -14.3% |
| 36 | COc1ccccc1CNC(=O)CSc1nc(=O)[nH]c2c1CCC2 | 3.8% | 1.6% |
| 37 | O=C(C1CC1)N1CCN(c2nc3ccc(F)cc3s2)CC1 | -3.3% | 0.0% |
| 38 | Cc1c(Cl)cccc1NC(=O)Cn1c(=O)cc(C)c2c(C)nn(-c3cccc(F)c3)c21 | 3.4% | 6.1% |
| 39 | COc1ccc(-c2nc3n(n2)C(c2ccccc2F)C(C(=O)Nc2cccnc2)=C(C)N3)cc1OC (stereo not given) | -5.1% | 12.0% |
| 40 | CCOC(=O)N1CCc2c(sc3c2c(=O)n(Cc2ccccc2)c(=O)n3Cc2ccc(C)cc2)C1 | ? | -8.2%[57.5 µM] |
| 41 | Cc1cc(C)cc(N2CC(c3nc(-c4ccccn4)no3)CC2=O)c1 (stereo not given) | -2.1% | 1.5% |
| 42 | O=C(CN1C(=O)NC2(CCCC2)C1=O)Nc1cnc2ccccc2c1 | 0.2% | 4.9% |
| 43 | CCc1cccc(NC(=O)c2ccc(NC(=O)N3CCSc4ncccc43)cc2)c1 | 5.4% | -16.0% |
| 44 | CC1=C(C(=O)Nc2cccnc2)C(c2ccccc2)n2nc(SCc3ccccc3Cl)nc2N1 (stereo not given) | 5.9% | -4.7% |
| 45 | CCOc1ccc(-c2nonc2NC(=O)c2ccco2)cc1OCC | 1.3% | 0.0% |
| 46 | COc1ccc(-c2nc(C#N)c(NC3CC3)o2)cc1 | -10.8% | 57.6%[activator] |
| 47 | O=c1c2c(nc3nc(NCc4c(Cl)cccc4Cl)[nH]n13)CCC2 | -3.8% | 7.8% |
| 48 | CCOC(=O)c1c(N)n(-c2ccccc2CC)c2nc3ccccc3nc12 | 31.0%[activator] | -3.5% |
| 49 | O=C(CN1CCN(C(=O)CCc2ncc(-c3ccc(F)cc3F)o2)CC1)Nc1ccccc1Cl | -26.5% | -2.9% |
| 50 | COc1ccc(-c2nc(CNC(=O)Nc3ccccc3)c(C)o2)cc1 | 7.4% | 14.0% |

Additional results
| item | SMILES | AID inh | UDG counter |
| --- | --- | --- | --- |
| 51 | COc1ccc(S(=O)(=O)NCCc2cn3ccsc3n2)cc1OC | 7.2% | 1.8%[57.5 µM] |
| 52 | O=C(COc1ncnc2c(Cl)cc(Cl)cc12)Nc1cc(F)ccc1F | -5.5% | 45.7%[activator] |
| 53 | CCOc1ccccc1C(C)N (stereo not given) | -2.5% | 0.0% |
| 54 | CC(Sc1n[nH]c(-c2cccs2)n1)C(=O)Nc1cccc(Cl)c1Cl (stereo not given) | -4.3% | 0.3% |
| 55 | CN(C)/C=C\C(=O)c1cccs1 | 7.6% | 2.4% |
| 56 | CCN(CC)CCCNC(=O)c1ccc2nc(CCc3ccccc3)oc2c1 | 11.9% | 23.9% |
| 57 | Cc1ccc(CCNC(=O)CCCn2nc(C)c3c(C)n(-c4ccc(C)cc4)nc3c2=O)cc1 | 24.5% | -7.8% |
| 58 | CC(C)c1ncncc1C(=O)NCCNc1cnccn1 | -2.9% | -1.4% |
| 59 | CCOC(=O)c1ccc(NC(=O)CSc2nc3ccccc3c(=O)n2CCNC(C)=O)cc1 | -3.8% | -9.1% |
| 60 | O=C(CSc1ncc2c(n1)-c1ccccc1N(Cc1ccc(F)cc1)S2(=O)=O)NCCc1ccccc1 | 65.2%[activator] | 24.1% |
| 61 | CC(NC(=O)c1ccc(S(=O)(=O)N(C)C)cc1)c1cc2ccccc2o1 (stereo not given) | -4.2% | -3.2% |
| 62 | CC(C)OCCCN(Cc1ccco1)C(=O)c1cc2c(s1)-c1ccccc1OC2 | ? | -7.3% |
| 63 | Cc1ccc(C)c(CN2C(=O)c3ccccc3S(=O)(=O)c3ccc(C(=O)NCc4ccccc4)cc32)c1 | -8.6% | -16.1% |
| 64 | CCCN(C(=O)CCNC(=O)Cn1cnc2ccccc2c1=O)c1cccc(C)c1 | -3.2% | 17.4% |
| 65 | CC(=O)Nc1nc2ccc(CCC(=O)NCc3ccc(Cl)cc3)cc2s1 | -7.4% | -2.1% |
| 66 | O=C(/C(Cl)=C/Nc1ccccn1)C(F)(F)F | 25.9% | 2.5% |
| 67 | O=C(NC1CC1)c1ccccc1NS(=O)(=O)c1ccc(Cl)cc1C(F)(F)F | -5.7% | -10.5% |
| 68 | COc1ccc(CNC(=O)c2ccc3c(c2)N(C)C(=O)C2CCCCN32)cc1OC (stereo not given) | 12.7% | 11.4% |
| 69 | Cc1cccc(C)c1NC(=O)NC(=O)c1ccc(Cl)cc1 | -2.1% | 7.1% |
| 70 | CSc1cccc(N2CC(C(=O)O)CC2=O)c1 (stereo not given) | 2.9% | -3.8% |
| 71 | BrC(/C=N/N(c1ccccc1)c1ccccc1)=C/c1ccccc1 | 10.6% | 4.8% |
| 72 | CC(CNS(=O)(=O)c1ccc2c(c1)CC(=O)N2C)c1ccccc1 (stereo not given) | 34.3%[activator][57.5 µM] | -0.1%[57.5 µM] |
| 73 | Cc1ccc(NC(=O)C2CCCN(c3ncnc4onc(C)c34)C2)cc1Cl (stereo not given) | 5.7% | 2.7% |
| 74 | O=C(c1cccc(S(=O)(=O)N2CCOCC2)c1)N(Cc1ccco1)C1CCS(=O)(=O)C1 (stereo not given) | -5.0% | 1.5% |
| 75 | CC(=O)N1CCc2cc(C(=O)Nc3nc4ccccc4[nH]3)ccc21 | 27.9% | -1.1% |
| 76 | COc1ccc(-c2cn3c(n2)sc2cc(C(=O)Nc4ccc(F)cc4)ccc23)cc1 | 1.8% | 8.5%[57.5 µM] |
| 77 | COc1ccc(C(=O)Nc2ccc(S(=O)(=O)Nc3cc(C)nc(C)n3)cc2)cc1 | -14.9% | 4.6% |
| 78 | O=C1CCCc2nccc(-c3ccccc3)c21 | -16.0% | -16.1% |
| 79 | COc1ccc(Cn2ccc3nc(C)c(C(=O)N4CCN(c5ccccc5F)CC4)cc3c2=O)cc1 | ? | -19.3% |
| 80 | Cc1c(C=O)c2ccccc2n1C | 14.3% | -0.1% |
| 81 | O=C(Nc1ccc(I)cc1C(F)(F)F)c1ccc2ccccc2c1 | -12.6% | -15.7% |
| 82 | COc1ccccc1CCNS(=O)(=O)c1ccc(N2CCCCS2(=O)=O)cc1 | 2.0% | 4.6% |
| 83 | CN(C)CCNc1oc(-c2ccc(COc3ccc(Cl)cc3)o2)nc1C#N | 0.6% | 11.4% |
| 84 | O=C1CC(c2ccccc2)Sc2ccccc2N1Cc1ccccc1F (stereo not given) | ? | -8.4% |
| 85 | S=c1sc2c(s1)SC1c3ccccc3CC1S2 (stereo not given) | -19.2% | -2.5% |
| 86 | CCc1ccccc1NC(=O)c1ccc2c(O)c(S(=O)(=O)c3ccccc3)c(=O)[nH]c2c1 | -12.5% | 3.7% |
| 87 | CCn1c(=O)c2cc(C(=O)N(CCCOC(C)C)Cc3ccco3)sc2c2ccccc21 | ? | -18.3% |
| 88 | COc1ccc(N2CCN(C(=O)c3c(C)oc4nc(C)nc(N5CCCC5)c34)CC2)cc1 | -0.7% | 2.9% |
| 89 | CC(=O)c1cccc(Nc2nc(-c3ccccc3Cl)nc3ccccc23)c1 | 167.3%[activator] | ? |
| 90 | N#C/C(=C/c1ccc(OC(F)F)cc1)C(=O)Nc1cc(C(F)(F)F)ccc1Cl | -13.3% | -8.4% |
| 91 | COc1ccc(N2C(=O)C(CC(=O)Nc3ccc(F)cc3)N(Cc3ccc4c(c3)OCO4)C2=O)cc1 (stereo not given) | 20.6% | -10.4% |
| 92 | COC(=O)c1ccc(COC(=O)COc2ccc(Cl)cc2C)cc1 | -9.6% | -7.7% |
| 93 | CN(CC(=O)Nc1ccccc1Cl)C(=O)CSc1ncnc2scc(-c3ccccc3)c12 | -17.6% | -4.6% |
| 94 | CCCCCN(CCCCC)C(=S)Nc1cccc(Cl)c1 | -1.7% | -7.7% |
| 95 | COc1ccc(/C=C/C(=O)c2ccc(OC(C)C(=O)O)cc2)cc1O (stereo not given) | 22.8% | 0.0% |
| 96 | COCCN1C(=O)c2ccccc2C(C(=O)Nc2ccc(NC(C)=O)cc2)C12CCCC2 (stereo not given) | -1.0% | 8.7% |
| 97 | Cc1c(C(=O)N(CC#N)C2CC2)sc2ccccc12 | -7.5% | -1.1% |
| 98 | CCCOc1cccc(-c2cc(C(=O)NCCCN3CCOCC3)c3ccccc3n2)c1 | 0.9% | -1.9% |
| 99 | COc1ccc(-c2cc(C(=O)Nc3ccc4c(c3)OCO4)no2)cc1 | 33.5%[activator] | 2.1% |
| 100 | NNC(=O)CCSCc1ccc(Cl)cc1 | -3.5% | -1.5% |

Following part
| item | SMILES | AID inh | UDG counter |
| --- | --- | --- | --- |
| 101 | c1ccc(Nc2c(-c3ccccc3)nc3ncccn23)cc1 | -8.4% | -5.3% |
| 102 | O=C(CSc1cn(CC(=O)N2CCCC2)c2ccccc12)Nc1ccc(Cl)cc1 | 72.8%[activator] | -5.5% |
| 103 | CCCCC(=O)Nc1ccc2nc(SCC(=O)N3CCc4ccccc43)sc2c1 | 4.2% | 7.0% |
| 104 | CCC(C)c1ccc(NC(=S)Nc2ccc(N(CC)CC)cc2)cc1 (stereo not given) | 2.1% | -12.1% |
